IDH1 mut inh = IDH1 R132H (human) inhibition. O75874. IDH1 R132H reductase, diaphorase/resazurin fluorescence, 60 min. inhibition, % at 10 µM. 0.18% of 70,000 active. AID 624101; in the data active = inhibition above about 34%;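 note: 0% = DMSO and 100% = no enzyme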
EZH2 inh = inhibitors of human EZH2/PRC2 methyltransferase. inhibition, % at 12.5 µM. Q15910. 0.35% of 57,000 active. PRC2 H3K27 methylation, DELFIA TRF, 1 h;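 active = mean inhibition of replicates at least 50% and every single replicate also reaching 50%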;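 note: dimethyl H3K27 on biotinylated H3 21-44 peptide detected by antibody; plate controls were median neutral control wells for no effect and median positive control wells for full effect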
Target sequence (Q15910 whole entry, looked up): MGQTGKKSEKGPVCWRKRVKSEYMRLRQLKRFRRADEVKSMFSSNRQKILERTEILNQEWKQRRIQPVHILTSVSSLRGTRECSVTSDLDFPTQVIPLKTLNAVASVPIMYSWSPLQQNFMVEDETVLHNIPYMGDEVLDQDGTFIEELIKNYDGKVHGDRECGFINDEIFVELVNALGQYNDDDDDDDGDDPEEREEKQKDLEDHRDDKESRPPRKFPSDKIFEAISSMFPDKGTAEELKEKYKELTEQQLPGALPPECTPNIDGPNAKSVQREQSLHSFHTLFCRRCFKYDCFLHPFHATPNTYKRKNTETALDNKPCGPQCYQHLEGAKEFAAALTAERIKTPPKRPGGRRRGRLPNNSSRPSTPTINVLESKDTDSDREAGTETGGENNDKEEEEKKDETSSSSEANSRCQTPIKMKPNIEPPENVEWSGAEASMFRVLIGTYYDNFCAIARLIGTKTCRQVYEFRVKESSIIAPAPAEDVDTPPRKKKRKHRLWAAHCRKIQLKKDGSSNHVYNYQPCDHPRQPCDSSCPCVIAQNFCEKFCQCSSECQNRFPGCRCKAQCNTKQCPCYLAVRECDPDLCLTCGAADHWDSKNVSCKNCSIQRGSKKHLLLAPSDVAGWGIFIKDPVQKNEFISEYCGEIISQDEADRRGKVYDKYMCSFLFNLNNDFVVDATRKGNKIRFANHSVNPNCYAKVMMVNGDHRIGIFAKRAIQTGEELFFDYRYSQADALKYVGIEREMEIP
Starred values were filed as active, the others as inactive; . = not tested or not shown. A portion of the library, so the mix of outcomes need not match the whole.

SMILES | IDH1 mut inh | EZH2 inh
CCCNC(=O)N(C)C[C@H]1Oc2ncc(-c3ccccc3)cc2C(=O)N([C@H](C)CO)C[C@H]1C | -14 | 5
CCC(=O)Nc1ccc2c(c1)C(=O)N(C)C[C@@H](OC)[C@@H](C)CN(Cc1ccccn1)[C@@H](C)CO2 | 0.1 | 3
C=CCOC(=O)[C@H]1[C@@H]2C(=O)O[C@@H](c3ccccc3)[C@@H](c3ccccc3)N2[C@@H](c2ccc(OCCOC(=O)[C@H]3C[C@H]4C(=O)N[C@@H](Cc5ccccc5)C(=O)N4[C@H]3c3ccc(O)cc3)cc2)[C@]12C(=O)Nc1ccccc12 | 0.5 | 0
Cc1ccc(S(=O)(=O)Nc2ccc3c(c2)CC(=O)N([C@@H](C)CO)C[C@@H](C)[C@H](CN(C)Cc2ccncc2)O3)cc1 | 6.6 | 5
Cn1cnc(S(=O)(=O)N[C@@H]2CC[C@H](CC(=O)Nc3ccc(-c4ccccc4)cc3)O[C@@H]2CO)c1 | -0.2 | 1
CC(C)NC(=O)Nc1ccc2c(c1)CC(=O)N([C@H](C)CO)C[C@H](C)[C@H](CN(C)C)O2 | 1.3 | 0
C[C@@H]1CN([C@H](C)CO)C(=O)c2cc(C#CCc3ccccc3)cnc2O[C@H]1CN(C)CC1CCCC1 | -0.3 | .
Cc1noc(C)c1NC(=O)Nc1ccc2c(c1)C(=O)N([C@H](C)CO)C[C@H](C)[C@@H](CN(C)S(=O)(=O)c1ccc(Cl)cc1)OCCCC[C@H](C)O2 | -1.8 | .
O=C(Nc1ccc(C(F)(F)F)cc1)N[C@H]1CC[C@@H](CC(=O)N2CCCCC2)O[C@@H]1CO | -0.2 | 4
CC(C)N(C(=O)NC(=O)c1ccc(F)cc1F)C(C)C | -0.2 | -8
COc1ccccc1S(=O)(=O)N[C@@H]1CC[C@H](CCNC(=O)C2CCCC2)O[C@H]1CO | -0.3 | -13
Cc1cccc(NC(=O)CSc2nc3ncnc(N)c3[nH]2)c1 | 1.7 | .
C[C@@H]1CN([C@H](C)CO)C(=O)c2cc(NC(=O)Nc3ccc(C(F)(F)F)cc3)ccc2O[C@@H]1CN(C)Cc1ccc(C(=O)O)cc1 | 3.1 | .
O=C(Nc1ccccc1C(=O)N1CCN(CCO)CC1)c1cccc([N+](=O)[O-])c1 | 0.1 | -7
C[C@@H]1CCCCO[C@H](CN(C)C(=O)Nc2ccc(F)cc2)[C@H](C)CN([C@@H](C)CO)C(=O)c2cc(NC(=O)NC3CCCCC3)ccc2O1 | 1.4 | .
C[C@@H]1CCCCO[C@@H](CN(C)S(=O)(=O)c2cccs2)[C@H](C)CN([C@@H](C)CO)C(=O)c2cc(NC(=O)C3CCCCC3)ccc2O1 | 1.2 | .
CNC[C@@H]1OCCCC[C@@H](C)Oc2ccc(NC(=O)Nc3ccc(OC)cc3)cc2C(=O)N([C@H](C)CO)C[C@@H]1C | . | -9
CC(=O)Nc1ccc(NC(=O)CN(C2CCCCC2)S(C)(=O)=O)cc1 | -0.1 | 5
C[C@H](CO)N1C[C@H](C)[C@@H](CN(C)Cc2ccncc2)Oc2c(cccc2N(C)C)C1=O | 0.6 | 12
Cc1noc(C)c1NC(=O)N(C)C[C@@H]1OCCCC[C@H](C)Oc2ccc(NC(=O)NC3CCCCC3)cc2C(=O)N([C@H](C)CO)C[C@H]1C | 3.6 | .
C[C@@H]1CN([C@H](C)CO)C(=O)c2cccc(NC(=O)c3ccncc3)c2O[C@@H]1CN(C)C(=O)Nc1ccccc1 | -0.7 | .
N#C/C(=C\c1ccc(O)c(O)c1)C(=O)NCc1ccccc1 | -0.8 | -8
COc1ccc(-c2cc(C(F)(F)F)nc(SCC(=O)Nc3cc(F)ccc3C)n2)cc1OC | -0.3 | -2
CCCc1cn(CC[C@@H]2CC[C@H](NC(=O)C3CCCCC3)[C@@H](CO)O2)nn1 | 0.3 | 18
Cc1ccc(C(=O)NC2(C(F)(F)F)C(=O)N(Cc3ccccn3)C3=C2C(=O)CC(C)(C)C3)cc1 (centres undefined) | -0.3 | 13
CO[C@H]1CN(C)C(=O)c2ccc(NC(=O)Nc3ccc(Cl)cc3)cc2OC[C@H](C)NC[C@H]1C | 0.3 | -10
COc1ccccc1-c1cn(CC[C@H]2CC[C@H](NC(=O)Cc3ccccn3)[C@H](CO)O2)nn1 | 0.1 | 6
C[C@H]1CN([C@@H](C)CO)S(=O)(=O)c2ccc(C3=CCCC3)cc2O[C@H]1CN(C)C(=O)c1cnccn1 | 2.6 | 5
COc1ccc(S(=O)(=O)N[C@@H]2C=C[C@@H](CC(=O)N3CCN(c4ccccc4)CC3)O[C@@H]2CO)cc1 | 0.0 | -8
C[C@H]1CN([C@@H](C)CO)C(=O)c2cc(-c3ccc(F)cc3)cnc2O[C@H]1CN(C)Cc1ccc(F)cc1 | 0.3 | 11
Cc1cc(C)cc(N(CC(=O)Nc2ccc(Br)c(Cl)c2)S(C)(=O)=O)c1 | -0.3 | 11
COCCNC(=O)C[C@H]1CC[C@@H](NS(=O)(=O)c2ccc(C)cc2)[C@@H](CO)O1 | 0.3 | 2
CO[C@@H]1CN(C)C(=O)c2ccc(NC(=O)C3CCOCC3)cc2OC[C@H](C)N(C)C[C@@H]1C | . | 4
CC(=O)N(C)C[C@@H]1Oc2cc(C#CCC3CCCC3)ccc2S(=O)(=O)N([C@H](C)CO)C[C@@H]1C | -0.4 | -8
CNC[C@@H]1OCCCC[C@H](C)Oc2ccc(NC(=O)NC(C)C)cc2C(=O)N([C@H](C)CO)C[C@H]1C | 1.8 | 12
C[C@@H]1CN([C@H](C)CO)C(=O)c2cccc(NC(=O)Nc3ccc(F)cc3)c2O[C@H]1CN(C)Cc1ccncc1 | . | -11
CO[C@H]1CN(C)C(=O)c2cc(NS(=O)(=O)CC(F)(F)F)ccc2OC[C@@H](C)N(C(=O)NC(C)C)C[C@@H]1C | -0.1 | 2
Cc1ccc(S(=O)(=O)N[C@@H]2CC[C@@H](CCNC(=O)C3CCCCC3)O[C@H]2CO)cc1 | 0.1 | 7
C[C@H](CO)N1C[C@H](C)[C@@H](CN(C)C(=O)C2CCCCC2)OCCCC[C@H](C)Oc2ccc(NC(=O)C3CCCCC3)cc2C1=O | 1.0 | .
COc1ccc(CNC(=O)C[C@H]2C=C[C@@H](NC(=O)CN(C)C)[C@@H](CO)O2)cc1 | 0.0 | -9
C[C@H]1CN([C@@H](C)CO)C(=O)c2cc(NC(=O)NC3CCCCC3)ccc2O[C@H]1CN(C)C(=O)Nc1cccc2ccccc12 | 0.2 | 4
C[C@@H]1CCCCO[C@@H](CN(C)Cc2ccc(C(F)(F)F)cc2)[C@H](C)CN([C@@H](C)CO)C(=O)c2cc(NC(=O)c3ccccc3)ccc2O1 | 0.5 | .
O=C(C[C@@H]1CC[C@@H](NC(=O)CCN2CCCCC2)[C@@H](CO)O1)Nc1nccs1 | 0.0 | 6
C[C@H](CO)N1C[C@H](C)[C@@H](CN(C)S(=O)(=O)c2ccc(Cl)cc2)Oc2ccc(NC(=O)Nc3ccc(C(F)(F)F)cc3)cc2CC1=O | 0.3 | .
CCOc1ccccc1NC(=O)C1C2C=CC(C2)C1C(=O)O (centres undefined) | -0.1 | 11
COc1cc(NC(=O)CSc2nnc(-c3ccncc3)n2-c2ccc(C)cc2)cc(OC)c1 | -0.4 | 1
C[C@@H]1CN([C@@H](C)CO)C(=O)c2cccc(NC(=O)c3ccncc3)c2O[C@H]1CN(C)S(=O)(=O)c1cccs1 | 1.2 | .
COCCNC(=O)C[C@@H]1C[C@H]2c3cc(NC(=O)CC4CC4)ccc3O[C@H]2[C@@H](CO)O1 | 0.3 | 19
C[C@H](CO)N1C[C@H](C)[C@H](CN(C)C(=O)c2ccncc2)OCCCC[C@H](C)Oc2ccc(NS(=O)(=O)c3cccs3)cc2C1=O | 2.0 | .
C[C@H](CO)N1C[C@H](C)[C@@H](CN(C)Cc2ccc(F)cc2)Oc2ncc(-c3ccccc3F)cc2C1=O | -0.5 | .
O=C(C[C@@H]1CC[C@@H](NC(=O)C2CC2)[C@@H](CO)O1)NC1CCC1 | -0.2 | 16
CCCC(=O)Nc1ccc2c(c1)C(=O)N(C)C[C@@H](OC)[C@@H](C)CN(CCC)[C@H](C)CO2 | 0.1 | -4
COCC(=O)N(C)C[C@@H]1Oc2ncc(Br)cc2C(=O)N([C@H](C)CO)C[C@@H]1C | -1.1 | -1
C[C@H]1CN([C@@H](C)CO)C(=O)c2cc(NC(=O)Nc3ccc(C(F)(F)F)cc3)ccc2O[C@H]1CN(C)C(=O)Nc1ccc2c(c1)OCO2 | -0.8 | .
CNC[C@H]1Oc2ccc(NS(=O)(=O)c3ccc(Cl)cc3)cc2CC(=O)N([C@H](C)CO)C[C@H]1C | 1.5 | .
COC(=O)[C@@H]1C[C@@]23C=CC[N+]4([O-])CC[C@@]5(c6ccccc6N[C@@]15C2C)[C@H]34 (some centres undefined) | 0.1 | -3
O=C(NO)c1ccc(C(=O)N/N=C/c2cccnc2Br)cc1 | -0.5 | -10
C[C@H]1CCCCO[C@H](CN(C)C(=O)Cc2ccccc2)[C@@H](C)CN([C@@H](C)CO)C(=O)c2cc(NC(=O)Nc3ccc(F)cc3)ccc2O1 | 0.7 | .
CO[C@@H]1CN(C)C(=O)c2cc(NS(C)(=O)=O)ccc2OC[C@@H](C)N(S(=O)(=O)CC(F)(F)F)C[C@H]1C | -0.1 | 2
CC(C)NC(=O)N(C)C[C@H]1Oc2ccc(NS(C)(=O)=O)cc2CC(=O)N([C@H](C)CO)C[C@@H]1C | 0.2 | 3

Full records, quoted from the list. Order of screens: IDH1 mut inh | EZH2 inh
CNC[C@@H]1OCCCC[C@H](C)Oc2ccc(NC(=O)NC(C)C)cc2C(=O)N([C@H](C)CO)C[C@H]1C reads 1.8 | 12
C[C@@H]1CCCCO[C@H](CN(C)C(=O)Nc2ccc(F)cc2)[C@H](C)CN([C@@H](C)CO)C(=O)c2cc(NC(=O)NC3CCCCC3)ccc2O1 reads 1.4 | .
CC(=O)Nc1ccc(NC(=O)CN(C2CCCCC2)S(C)(=O)=O)cc1 reads -0.1 | 5
Cc1ccc(S(=O)(=O)N[C@@H]2CC[C@@H](CCNC(=O)C3CCCCC3)O[C@H]2CO)cc1 reads 0.1 | 7
Cn1cnc(S(=O)(=O)N[C@@H]2CC[C@H](CC(=O)Nc3ccc(-c4ccccc4)cc3)O[C@@H]2CO)c1 reads -0.2 | 1

The main list resumes, starting three compounds before the break.
SMILES | IDH1 mut inh | EZH2 inh
C[C@H]1CCCCO[C@H](CN(C)C(=O)Cc2ccccc2)[C@@H](C)CN([C@@H](C)CO)C(=O)c2cc(NC(=O)Nc3ccc(F)cc3)ccc2O1 | 0.7 | .
CO[C@@H]1CN(C)C(=O)c2cc(NS(C)(=O)=O)ccc2OC[C@@H](C)N(S(=O)(=O)CC(F)(F)F)C[C@H]1C | -0.1 | 2
CC(C)NC(=O)N(C)C[C@H]1Oc2ccc(NS(C)(=O)=O)cc2CC(=O)N([C@H](C)CO)C[C@@H]1C | 0.2 | 3
CSc1ccccc1NC(=O)Cn1c(-c2nonc2N)nc2ccccc21 | 0.0 | -11
CC(C)NC(=O)Nc1ccc2c(c1)C(=O)N([C@H](C)CO)C[C@@H](C)[C@@H](CN(C)C(=O)C1CCCCC1)OCCCC[C@H](C)O2 | . | -4
O=C(C[C@H]1C[C@@H]2c3cc(NC(=O)CC4CC4)ccc3O[C@@H]2[C@H](CO)O1)NCC(F)(F)F | -0.2 | 23
C[C@@H]1O[C@@H](O[C@H]2[C@H](O[C@H]3CC[C@@]4(C)C(CC[C@]5(C)C4CC=C4C6CC(C)(C)CC[C@]6(C(=O)O[C@@H]6O[C@H](CO[C@@H]7O[C@H](CO)[C@@H](O[C@@H]8O[C@@H](C)[C@H](O)[C@@H](O)[C@H]8O)[C@H](O)[C@H]7O)[C@@H](O)[C@H](O)[C@H]6O)CC[C@]45C)C3(C)C)OC[C@H](O)[C@@H]2O)[C@H](O)[C@H](O)[C@H]1O (some centres undefined) | 0.0 | 35
CN(C)CC(=O)Nc1ccc2c(c1)[C@H]1C[C@H](CC(=O)NCc3cc(F)ccc3F)O[C@H](CO)[C@H]1O2 | -0.4 | 0
C[C@H](CO)N1C[C@H](C)[C@H](CN(C)Cc2cccc(C(=O)O)c2)Oc2cc(C3=CCCCC3)ccc2S1(=O)=O | . | 25
Cc1noc(C)c1NC(=O)N(C)C[C@@H]1Oc2ccc(NC(=O)Nc3ccc(C(F)(F)F)cc3)cc2CC(=O)N([C@@H](C)CO)C[C@@H]1C | 0.6 | .
C[C@H](CO)N1C[C@H](C)[C@H](CN(C)C(=O)CN(C)C)Oc2cc(-c3ccc(C#N)cc3)ccc2S1(=O)=O | -0.4 | 5
COc1ccc(NC(=O)Nc2ccc3c(c2)C(=O)N([C@H](C)CO)C[C@H](C)[C@@H](CN(C)Cc2ccc(C(=O)O)cc2)O3)cc1 | 4.0 | .
O=[N+]([O-])c1ccccc1CN1CCN(Cc2cccc(Oc3ccccc3)c2)CC1 | 0.0 | 13
C[C@H](CO)N1C[C@H](C)[C@@H](CN(C)C(=O)Nc2ccc(F)cc2)Oc2ccc(NC(=O)Nc3ccc4c(c3)OCO4)cc2CC1=O | 0.3 | .
CO[C@@H]1CN(C)C(=O)c2cc(NC(=O)Nc3ccccc3Cl)ccc2OC[C@@H](C)NC[C@@H]1C | 0.1 | -4
COc1cccc(OC)c1C(=O)Nc1ccc(Cl)c(-c2nc3ncccc3o2)c1 | -0.2 | -7
COc1ccc(NC(=O)N[C@@H]2CC[C@@H](CCNC(=O)Cc3ccncc3)O[C@@H]2CO)cc1 | -0.3 | 17
C[C@H]1CN([C@@H](C)CO)C(=O)c2cc(NC(=O)c3ccncc3)ccc2O[C@@H]1CN(C)Cc1ccc(C(=O)O)cc1 | -0.2 | -2
Cc1ccccc1-c1ccc2c(c1)O[C@H](CN(C)Cc1ccncc1)[C@H](C)CN([C@H](C)CO)S2(=O)=O | 17 | 12
CN(C)C(=O)C[C@@H]1C=C[C@@H](NC(=O)c2ccc(F)cc2)[C@H](CO)O1 | 0.1 | 3

Screens deposited in PubChem by Broad Institute.
